# From PubChem
# SK-BR-3 tox 24h: SK-BR-3 proliferation inhibitors | SK-BR-3 viability, CellTiter-Glo ATP luminescence, 24 h; stronger effect = lower value | viability, % at 10 µM | actives 0.47% (n = 41,000);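 active = viability at or below the median of all test compounds minus 3 SD, in both replicates if run twice, cut at about 45% in these data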;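 also: 100% = median untreated cell wells and 0% = median positive control drug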
# Starred values were filed as active, the others as inactive. A portion of the library; count on the stated rates, not on these rows.
SMILES,SK-BR-3 tox 24h
CCC(C)[C@H](NC(=O)NCc1cccs1)C(=O)O (stereo not given in full),107
CCC(c1nnnn1Cc1ccco1)N(CCc1ccccc1)Cc1cc2ccc(OC)cc2[nH]c1=O (stereo not given),89
COC(=O)CSc1nnc(CSc2nc(C)cc(C)n2)n1Cc1ccco1,72
O=c1c2[nH]c3ccccc3c2ncn1CCC1=CCCCC1,92
COC(=O)C1=C(C)NC(C)=C(C(=O)OC)C1c1ccc(N(C)C)cc1,95
COC(=O)C1=C(C)NC(=O)NC1c1cc(Cl)ccc1OC (stereo not given),106
CO/C([O-])=N/c1c[n+](-c2ccc(C)cc2)no1,98
O=C(Nc1ccccc1)OCCNC(=O)c1ccccc1,93
c1ccc(-n2ncc3c2ncn2c(C4CCCCC4)nnc32)cc1,90
CC1(C)CC(=O)C(C=NCCCN2CCOCC2)=C(O)C1,88
CCN1CCN(C(c2cc3cc4c(cc3[nH]c2=O)OCO4)c2nnnn2C(C)(C)CC)CC1 (stereo not given),94
O=C1Nc2ccccc2C(O)(C(=O)NCc2ccc3c(c2)OCO3)N1c1ccccc1 (stereo not given),112
CCn1c(CC(=O)Nc2ccc(C)cc2)nnc1SCC(=O)N1CCN(c2ccccc2)CC1,83
COCC(=O)N(C)c1nnc(-c2cnccn2)s1,94
O=C(c1ccco1)N1CCN(CCCCN2C(=O)c3ccccc3C2=O)CC1,90
COc1ccc(CC(=O)n2nc(-c3ccccc3)nc2NCc2ccco2)cc1,103
CCOC(=O)Cc1nnc2c(Nc3ccc(C)cc3)nc3nonc3n12,83
CCOc1cc(NS(C)(=O)=O)c(OCC)cc1NC(=O)c1cccs1,55
O=C(Cn1c(CN2CCCCC2)nc2ccccc2c1=O)NCc1ccco1,104
CC1CCc2nc(NC(=O)CN3CCN(c4ccccc4)CC3)sc2C1 (stereo not given),87
Cc1cc(CN2C(=O)c3ccccc3C2=O)no1,133
O=C(Nc1ccccc1)c1ccc(S(=O)(=O)NCc2ccco2)cc1,91
CCC(=O)OC1CSc2nc3ccccc3n2C1 (stereo not given),108
CCc1nnc(NC(=O)CSc2nnc(-c3ccoc3C)n2CC(C)C)s1,112
COc1cc(C2C(C#N)=C(N)Oc3n[nH]c(-c4ccccn4)c32)cc(OC)c1OC (stereo not given),93
Cc1cccc(Cn2c(N(C)CCO)nc3c2c(=O)[nH]c(=O)n3C)c1,97
CS(=O)(=O)N(Cc1ccco1)Cc1ccccc1Cl,87
CCCOc1ccc(N2C(=O)CC(N3CCN(c4nc5ccccc5s4)CC3)C2=O)cc1 (stereo not given),84
COC(=O)CSc1nnc(-c2ccncc2)n1N,103
Cc1cc(=O)n2nc(-c3ccccc3)sc2c1C#N,95
CN(C)S(=O)(=O)c1ccc(/C(O)=C2/C(=O)C(=O)N(Cc3cccnc3)C2c2ccco2)cc1 (stereo not given),112
CCCOP(=O)(c1ccc(N(C)C)cc1)C(O)c1ccccc1OC (stereo not given),101
Cc1cc(NC(=O)COc2ncnc3sc(C)c(C)c23)no1,77
COc1ccc(N2CCN(CC(=O)Nc3cc4c(cc3C(C)=O)OCO4)CC2)cc1,111
CCC1(CC)C(=O)NC(=O)NC1=Nc1cccc(OC)c1,95
Cn1c(=O)c2c(nc(SCC(=O)O)n2Cc2cccc(C(F)(F)F)c2)n(C)c1=O,84
O=S(=O)(Nc1cccc2cn[nH]c12)c1ccc(F)cc1,89
O=C1CCc2cc(S(=O)(=O)N3CCN(c4cccc(Cl)c4)CC3)ccc2N1,82
COc1ccc(C2C(C(=O)NC(C)C)c3ccccc3C(=O)N2C)cc1OC (stereo not given),88
CCOC(=O)N1CCN(S(=O)(=O)c2cc(Br)cc3c2N(C(=O)CC)CC3)CC1,93
Cn1c(=O)c2cn3c(c2n(C)c1=O)C(c1ccccc1)CC(c1ccccc1)=N3 (stereo not given),94
COc1cccc(C2/C(=C(\O)c3ccc4c(c3)OCCO4)C(=O)C(=O)N2CCN(C)C)c1 (stereo not given),95
Cc1cc(=O)oc(C)c1C(=O)NC12CC3CC(CC(C3)C1)C2,92
Cn1c(CN2CCCC2)nc2cc(NC(=O)Nc3ccccc3)ccc21,96
Cc1cccc2nc(Cn3c(=O)n(CCC(=O)NCc4ccco4)c(=O)c4sccc43)cc(=O)n12,94
O=C(NCc1ccc2c(c1)OCO2)c1cccc(S(=O)(=O)N2CCOCC2)c1,111
COC(=O)c1ccc(N2CCN(C)CC2)c(NC(=O)COc2ccc(OC)cc2)c1,81
O=C(NC1CCCC1)c1cnn2c(C(F)(F)F)cc(-c3ccc4c(c3)OCO4)nc12,45
Cc1ccc2[nH]c(=O)c(C(c3nnnn3C(C)(C)C)N(Cc3ccco3)CC3CCCO3)cc2c1 (stereo not given),92
CN(C)c1nc2n(c(=O)n1)C(C#N)CS2 (stereo not given),133
Cc1cc(Nc2ccccc2)n(C(=O)c2ccc(N)cc2)n1,100
CN1C(=O)C2(C(C#N)=C(N)Oc3c2oc(CO)cc3=O)c2ccccc21 (stereo not given),91
CCSC1=C(C#N)C(c2ccccc2C)CC(=O)N1 (stereo not given),91
Cc1cccc(C)c1NC(=O)C(c1cccs1)N(Cc1ccco1)C(=O)Cn1nnc2ccccc21 (stereo not given),123
O=S(=O)(Nc1ccc2nc(-c3ccco3)[nH]c2c1)c1ccccc1,99
Cc1csc(NC(=O)CSc2ncnc3c2cnn3-c2ccccc2Cl)n1,165
CC(C)C(=O)N(Cc1cc2ccccc2[nH]c1=O)C(C)(C)C,95
CC1=C(C(N)=O)C(c2cccnc2)n2nc(SCc3ccccc3Cl)nc2N1 (stereo not given),100
COc1ccccc1N(C(=O)CNS(=O)(=O)c1ccccc1)C(C(=O)NCc1ccco1)C(C)C (stereo not given),99
Cn1ccnc1SCC(=O)Nc1ccc2ccccc2c1,94

# (more compounds)
SMILES,SK-BR-3 tox 24h
CCC(=O)c1cc(-c2nc3ccccc3n2C)n(C)c1,97
COc1cccc(C(=O)Nc2ncc3c(n2)CC(c2ccc(OC)cc2OC)CC3=O)c1 (stereo not given),83
Cc1cc(C)n(-c2nc3c(c(=O)[nH]c(=O)n3C)n2Cc2cccc(Br)c2)n1,99
O=C(NCCCn1ccnc1)Nc1ccc(Cl)cc1,78
CCOC(=O)N1CCN(C(=O)CN(c2cccc(C(F)(F)F)c2)S(C)(=O)=O)CC1,104
Cc1nn(C)c(C)c1NC(=O)CN1CCC(O)(c2ccc3c(c2)OCO3)CC1,97
c1ccc(-n2ncc(-c3nn[nH]n3)n2)cc1,93
O=C1CCC(C(=O)O)(c2ccccc2)C1 (stereo not given),101
O=c1/c(=C\c2cccnc2)sc2nc3ccccc3n12,96
CCC(c1nnnn1Cc1ccco1)N1CCC(C(N)=O)CC1 (stereo not given),91
COc1ccc(Cn2nnnc2C(c2ccccc2OC)N2CCC(C(N)=O)CC2)cc1 (stereo not given),100
O=C(Cc1ccc(-n2cccc2)cc1)NC1CCCCC1,98
CCOC(=O)c1sc(NC(=O)CSc2nnnn2-c2ccc(C)cc2C)nc1C,92
CC1(NC(=O)C23CC4CC(CC(C4)C2)C3)CCS(=O)(=O)C1 (stereo not given),100
C/C(O)=C(/C#N)c1nc2ccccc2[nH]1,77
CN(C)/C=C1\C=C(c2ccccc2)OC1=O,79
CCOc1ccc(OCC)c(NC(=O)C2COc3ccccc3O2)c1 (stereo not given),83
O=C(c1ccccc1)c1cc2ccccc2o1,99
Cc1cc(C)n(CC2CC(=O)N(c3ccc(C)c(Cl)c3)C2=O)n1 (stereo not given),75
Cn1c(=O)c2c(nc(CN3CCC(C(N)=O)CC3)n2Cc2ccccc2Cl)n(C)c1=O,50
CCOC(=O)C1C(=O)NC(SC)=C(C#N)C1c1ccccc1F (stereo not given),71
CCOc1ccc2nc(NC(=O)CSC3=NCCS3)sc2c1,75
Cc1ccc(S(=O)(=O)N[C@H](C(=O)N2CCC(C(=O)N3CCC[C@H]3C(=O)O)CC2)C(C)C)cc1,97
COc1ccccc1NC(=O)C(C)N1CCN(C/C=C/c2ccccc2)CC1 (stereo not given),75
CC(C)(C)S(=O)(=O)c1ccccc1C(=O)O,100
COCCCN1C(=O)c2ccc(C(=O)Nc3ccc(OC)cc3OC)cc2C1=O,97
C=CCN=C(NC#N)SCCc1ccccc1,109
CCn1c(CNc2ccccc2Cl)nnc1SCC(=O)OC1CCCCC1,96
O=C(Cn1cnc2c(cnn2-c2ccccc2)c1=O)OCc1ccccc1,86
CCOC(=O)CSC1=C(C#N)C(c2ccccc2)C(C(C)=O)=C(C)N1 (stereo not given),86
CCCn1c(=C(C#N)C#N)s/c(=C2\C=Cc3ccccc3N2CC)c1=O,89
CC(=NCCc1ccccc1)C1=C(O)COC1=O,77
CCCc1[nH]nc2c1C(/C(C)=C/c1ccccc1)C(C#N)=C(N)O2 (stereo not given),91
CCN1CCC2(CC1)C(C#N)=C(N)Oc1c2sc2nc(C)cc(C)c12,117
CC(=O)N1C(=O)C(=C2C=C(C)OC(C)=C2)c2ccccc21,69
COCCNC(=O)c1ccccc1-c1ccccc1C(=O)O,98
COc1ccc(CNC(=O)Nc2ccc(OC)cc2)cc1,113
COc1ccc(CNc2nc3nc(C)c(Cl)c(C)n3n2)cc1OC,98
Cc1nn(-c2nnc(C)c(=O)[nH]2)c(C)c1SCC(=O)Nc1ccc(C(C)C)cc1,76
O=C(CN1C(=O)c2ccccc2S1(=O)=O)NCCSc1ccccc1,44*
CCCOc1ccc(C2C(C(=O)c3ccc(C)o3)=C(O)C(=O)N2CCN2CCOCC2)cc1OC (stereo not given),96
Cc1cc(N2CCOCC2)cc(C)[n+]1[O-],100
CCN(CCCNC(=O)c1ccc(N2CCCC2=O)cc1)c1cccc(C)c1,78
O=C(OCCN1CCOCC1)C(c1ccccc1)c1ccccc1,100
CCC(=O)OC1(C#CCOc2ccc(OC)cc2)CCN(C)CC1,93
c1ccc(Cc2nn3c(-c4ccncc4)nnc3s2)cc1,88
CC(=O)N1CCc2cc(Br)cc(S(=O)(=O)NCCCN3CCCC(C)C3)c21 (stereo not given),92
COCCNC(=O)CCn1nc(-c2ccc(Cl)cc2)ccc1=O,97
O=C1[C@@H]2[C@H](C(=O)N1O)[C@H]1C=C[C@@H]2C1,112
CCOc1ccc(OCC)c(NC(=O)CSc2nc3c(c(=O)n(C)c(=O)n3C)n2CC)c1,66
CC(=O)C1=C(O)C(=O)N(Cc2ccccc2)C1c1cccs1 (stereo not given),112
Cc1cccc(C)c1NC(=O)N1CCC(N2CCCCC2)CC1,84
O=c1c2[nH]c3ccccc3c2ncn1C1CCCCC1,86
O=C(NCc1ccccc1)c1ccc(/C=N/O)nc1,101
CCOC(=O)c1c(NC(=O)c2noc3c2CCCC3)sc2c1CCCC2,84
COc1ccc(N2CCN(c3nc4c(c(=O)[nH]c(=O)n4C)n3Cc3cccc(C)c3)CC2)cc1,123
COc1ccc(CCNC(=O)CCS(=O)(=O)c2cccc3nsnc23)cc1OC,76
Cc1ccc2c(c1)N(CCC(=O)NCC1CCCO1)C(=O)CO2 (stereo not given),98
COC(=O)c1ccc(CSc2ncnc3c2sc2nc(N4CCOCC4)c4c(c23)CCCC4)o1,88
COc1ccc(C(=O)CSc2cc(C)nc3nc(C)nn23)cc1OC,95

# Further structures.
SMILES,SK-BR-3 tox 24h
CCc1ccc2nc3c(c(C(=O)O)c2c1)CCC3,102
Cc1nc2ccccc2n1S(=O)(=O)c1ccc(S(=O)(=O)N2CCCCCC2)cc1,105
Oc1ccccc1Nc1ncnc2c1oc1ccccc12,99
COc1ccc2c(c1)c(CC(=O)OCC(=O)O)c(C)n2C(=O)c1ccc(Cl)cc1,104
Cc1cccc(N(CC(N)=O)C2SC(=O)N(c3ccccc3)C2=O)c1 (stereo not given),119
O=C(NCC1CCCO1)C1CCN(c2ccc(S(=O)(=O)N3CCCC3)cc2)CC1 (stereo not given),76
CCn1nc(NC(=O)c2ccncc2)c2cc3ccccc3nc21,81
COC(=O)c1ccccc1N1C(=O)[C@@H]2C(c3ccc(Br)cc3)=NO[C@@H]2C1=O,118
CCN(CC)c1ccc(-c2nn3c(-c4cccnc4)nnc3s2)cc1,74
Cc1ccc(N2CCN(CCc3nc4cc(NS(C)(=O)=O)ccc4n3C)CC2)cc1,81
COc1ccc(CSc2nc(C)cc(=O)[nH]2)cc1Br,117
NC(=O)C1CCN(C(c2ccccc2Cl)c2nnnn2CC2CCCO2)CC1 (stereo not given),94
COC(=O)c1cc(NC(=O)CC2NCCNC2=O)cc(C(=O)OC)c1 (stereo not given),95

# Ordered by length of the SMILES (rising): part of the list above.
SMILES,SK-BR-3 tox 24h
Oc1ccccc1Nc1ncnc2c1oc1ccccc12,99
CCc1ccc2nc3c(c(C(=O)O)c2c1)CCC3,102
O=c1c2[nH]c3ccccc3c2ncn1C1CCCCC1,86
COc1ccc(CSc2nc(C)cc(=O)[nH]2)cc1Br,117
Cc1cccc(C)c1NC(=O)N1CCC(N2CCCCC2)CC1,84
CCn1nc(NC(=O)c2ccncc2)c2cc3ccccc3nc21,81
Cc1ccc2c(c1)N(CCC(=O)NCC1CCCO1)C(=O)CO2 (stereo not given),98
COc1ccc(C(=O)CSc2cc(C)nc3nc(C)nn23)cc1OC,95
CCN(CC)c1ccc(-c2nn3c(-c4cccnc4)nnc3s2)cc1,74
CCOC(=O)c1c(NC(=O)c2noc3c2CCCC3)sc2c1CCCC2,84
COC(=O)c1cc(NC(=O)CC2NCCNC2=O)cc(C(=O)OC)c1 (stereo not given),95
NC(=O)C1CCN(C(c2ccccc2Cl)c2nnnn2CC2CCCO2)CC1 (stereo not given),94
COc1ccc(CCNC(=O)CCS(=O)(=O)c2cccc3nsnc23)cc1OC,76
Cc1ccc(N2CCN(CCc3nc4cc(NS(C)(=O)=O)ccc4n3C)CC2)cc1,81
Cc1nc2ccccc2n1S(=O)(=O)c1ccc(S(=O)(=O)N2CCCCCC2)cc1,105
COc1ccc2c(c1)c(CC(=O)OCC(=O)O)c(C)n2C(=O)c1ccc(Cl)cc1,104
COC(=O)c1ccc(CSc2ncnc3c2sc2nc(N4CCOCC4)c4c(c23)CCCC4)o1,88
COC(=O)c1ccccc1N1C(=O)[C@@H]2C(c3ccc(Br)cc3)=NO[C@@H]2C1=O,118
COc1ccc(N2CCN(c3nc4c(c(=O)[nH]c(=O)n4C)n3Cc3cccc(C)c3)CC2)cc1,123
